ASAP1 GAP inh = ASAP1 ArfGAP inhibition | Q9ULH1 | ASAP1-stimulated ARF1 GTP hydrolysis, GDP FP detection | inhibition, % at 16.5 µM | 0.19% of 360,000 active; in the data active = inhibition above about 25%;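 note: 0% = vehicle with enzyme and substrate and 100% = no enzyme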
ARFGAP1 inhibitor = inhibits rat ARF GTPase activating protein 1; Q62848; Arfgap1-stimulated ARF1 GTP hydrolysis, GDP FP detection; inhibition, % at 16.5 µM; 0.26% of 360,000 active; AID 651572;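 active = inhibition above a per-plate limit, mean inhibition of low control wells plus 3 SD, cut at about 25% in these data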;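 note: 0% = DMSO wells with enzyme and 100% = wells lacking Arfgap1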
Target sequence (Q62848 1-136 limits assumed): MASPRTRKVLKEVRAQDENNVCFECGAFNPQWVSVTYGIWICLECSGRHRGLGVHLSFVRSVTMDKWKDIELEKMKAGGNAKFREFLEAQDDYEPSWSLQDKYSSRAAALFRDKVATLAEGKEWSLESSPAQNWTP
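material = rat Arfgap1 catalytic domain, aa 1-136 | also added = human ARF1(Δ1-17)-GTP substrate | compound dosing = one concentration, 16.5 µM, DMSO 1.26% | times = GTP hydrolysis reaction 2 h at 25 °C | measured by = FP, GDP Alexa 633 tracer displaced from anti-GDP antibody, 620/688 nm | evaluation = percent inhibition of Arfgap1-stimulated GTP hydrolysis | replication = single well per compound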
MBD2 DNA inh = blocks human MBD2 binding to methylated DNA; TR-FRET, MBD2 binding to methylated oligonucleotide; inhibition, % at 4.4 µM; 0.31% of 370,000 active; AID 686964; in the data active = inhibition above about 13%
Target sequence (Q9UBB5 whole entry, looked up): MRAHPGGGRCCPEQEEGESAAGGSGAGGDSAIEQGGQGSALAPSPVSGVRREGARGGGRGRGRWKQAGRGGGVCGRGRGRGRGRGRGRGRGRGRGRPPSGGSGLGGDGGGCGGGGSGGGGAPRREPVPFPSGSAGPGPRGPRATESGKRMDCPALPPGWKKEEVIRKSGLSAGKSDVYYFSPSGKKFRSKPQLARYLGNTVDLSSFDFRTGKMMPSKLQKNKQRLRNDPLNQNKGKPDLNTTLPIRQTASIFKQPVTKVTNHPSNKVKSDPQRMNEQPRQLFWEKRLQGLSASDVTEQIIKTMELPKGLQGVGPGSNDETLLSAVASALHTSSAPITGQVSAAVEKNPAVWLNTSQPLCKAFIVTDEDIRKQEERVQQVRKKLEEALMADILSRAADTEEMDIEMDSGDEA
Tn7 DDE FP = DD(E)-Tn7 binding inhibition, primary FP screen; P02675; FP displacement of FITC-Tn7 peptide from fibrin DD(E); 0% = median of compound wells per plate; inhibition, % at 8.3 µM; 0.13% of 370,000 active;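 active = inhibition above the mean of compounds falling within the control limits plus 3 SD of them, cut at about 14% in these data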;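 note: 0% = plate median of compound wells and 100% = 10 µM Aha-Tn7 peptide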
Target sequence (P02675 whole entry, looked up): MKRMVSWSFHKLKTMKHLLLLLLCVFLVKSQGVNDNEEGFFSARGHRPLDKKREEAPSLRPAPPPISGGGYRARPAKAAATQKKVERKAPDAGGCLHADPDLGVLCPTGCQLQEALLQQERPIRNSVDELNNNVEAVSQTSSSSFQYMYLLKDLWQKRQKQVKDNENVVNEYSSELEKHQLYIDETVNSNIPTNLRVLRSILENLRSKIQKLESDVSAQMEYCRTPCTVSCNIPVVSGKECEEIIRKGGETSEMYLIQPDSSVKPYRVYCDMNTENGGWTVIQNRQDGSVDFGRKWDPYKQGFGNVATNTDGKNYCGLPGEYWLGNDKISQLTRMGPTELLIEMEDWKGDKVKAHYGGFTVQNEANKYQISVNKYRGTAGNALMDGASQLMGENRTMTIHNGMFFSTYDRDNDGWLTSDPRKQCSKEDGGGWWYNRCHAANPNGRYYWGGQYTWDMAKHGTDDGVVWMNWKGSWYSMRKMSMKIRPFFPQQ
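Assay system: Human clot-derived fibrin DD(E) complex | Buffer or medium: Tris/NaCl/CaCl2 buffer, pH 7.8 | Repeats: One replicate per compound | Benchmarks: Aha-Tn7 high control | Measure: % inhibition scaled between sample-field median and high-control FP | Schedule: 10 min plus 3 h, room temperature | Signal: Fluorescence polarization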
PLCb3 inh = blocks human PLC-beta3 enzyme activity; AID 720704; 0.18% of 370,000 active; inhibition, % at 12.2 µM; Purified PLC-beta3, fluorogenic substrate, fluorescence; in the data active = inhibition above about 11%;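 note: 0% = median of compound wells on plate and 100% = full blocker control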
proKLK7 act = activates the human kallikrein-7 zymogen; activation, % at 7 µM; 0.9% of 370,000 active; P49862; purified proKLK7, EDANS-DABCYL substrate fluorescence; 100% is mature enzyme control, 0% vehicle;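 active = activation above the mean of all tested compounds plus 3 SD, computed per campaign excluding outliers beyond control limits, cut at about 13% in these data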
ADAM17 inh = inhibits human ADAM17; recombinant ADAM17, EDANS/DABCYL FRET peptide cleavage; 0.83% of 370,000 active; P78536; AID 720648; inhibition, % at 6.95 µM;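 active = inhibition above the mean of compounds lying between control limits plus 3 SD, set per campaign, cut at about 8.5% in these data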;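 note: 0% = DMSO-only wells as the low control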
UHRF1 MBD2 ctr = human UHRF1 methylated DNA binding inhibitors. 0.75% of 370,000 active. Q96T88. UHRF1 binding to methylated oligo, TR-FRET. AID 687016. inhibition, % at 4.4 µM; in the data active = inhibition above about 21%;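 note: UHRF1 SRA domain binding a hemimethylated CpG hairpin DNA probe; 0% = median of test compound wells and 100% = reference inhibitor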
PLC-gamma1 inh = inhibitors of human phospholipase C gamma1 | purified PLC-gamma1, fluorogenic substrate, fluorescence | P19174 | 0.84% of 370,000 active | AID 720700 | inhibition, % at 12.2 µM; in the data active = inhibition above about 9.5%
Tn6 DDE FP = inhibitors of Tn6 peptide binding to human fibrin DD(E). AID 720509. inhibition, % at 8.3 µM. 0.21% of 370,000 active. Fibrin DD(E) TRITC-Tn6 fluorescence polarization displacement;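 active = inhibition above a per-campaign cutoff: mean of compounds within control limits plus 3 SD, cut at about 15% in these data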;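 note: 0% = median of all compound wells on the plate and 100% = blocking peptide control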
* hit, by the source's call.

nr | ASAP1 GAP inh | ARFGAP1 inhibitor | MBD2 DNA inh | Tn7 DDE FP | PLCb3 inh | proKLK7 act | ADAM17 inh | UHRF1 MBD2 ctr | PLC-gamma1 inh | Tn6 DDE FP | structure
1 | -1.7 | 0.4 | -1.5 | -0.7 | -1.2 | -1.0 | -3.3 | -2.1 | -0.4 | 3.7 | CCOC(=O)C1CCN(C(=O)c2ccccc2NC(=O)c2ccc(Cl)cc2)CC1
2 | -5.1 | 2.2 | 2.3 | 7.0 | -5.5 | -2.7 | -15.9 | -2.4 | -5.0 | 0.1 | Oc1ccc2ccccc2c1CNc1ccccc1
3 | 10.2 | 7.3 | -2.4 | -6.1 | -33.6 | -0.2 | -1.7 | -5.0 | -26.5 | 2.9 | Cc1ccc(-c2csc(Nc3ccc(S(N)(=O)=O)cc3)n2)o1
4 | -7.3 | 7.3 | 1.0 | 1.3 | 0.0 | -0.2 | -2.5 | -0.2 | -1.0 | -5.9 | CC(=O)NCCNC(=O)C1(C)Cc2c(-c3ccc(C(N)=O)cc3)ccnc2O1 (configuration not stated)
5 | -14.0 | 20.6 | 2.6 | -0.6 | -2.2 | -0.8 | -1.7 | -0.9 | -1.6 | -5.7 | COc1cccc(C(O)c2nc(-c3cc(F)cc(F)c3)cs2)c1 (configuration not stated)
6 | 14.6 | 6.6 | -4.4 | 2.0 | 2.7 | 0.3 | -5.7 | -2.7 | 1.3 | 0.5 | Cc1nnc(C)n1/N=C/c1ccc(O)cc1
7 | -6.8 | -0.7 | -1.8 | 2.8 | -22.9 | 1.2 | -42.9 | -3.8 | -17.4 | 4.3 | CCOC(=O)Nc1ccc(=O)n(Cc2c(Cl)cccc2Cl)c1
8 | -3.9 | 0.6 | 5.2 | -11.4 | 7.0 | -0.3 | -1.2 | 0.0 | 1.1 | 3.6 | O=C(NCc1ccccc1)C(=O)NCC1COc2ccccc2O1 (configuration not stated)
9 | 2.9 | -4.6 | 0.3 | 3.3 | 2.5 | -0.4 | -1.1 | -1.1 | 1.4 | 2.8 | CCOC(=O)N1CCN(C(=O)C[C@@H]2C[C@@]3(C(=O)OC)CC(C)(C)CC=C3N(Cc3ccc4c(c3)OCO4)C2=O)CC1
10 | 6.0 | -2.5 | 2.9 | 2.2 | 6.4 | 0.7 | -2.7 | -0.1 | 1.4 | 4.6 | Cc1cc(NC(=O)C2C3C(=O)N(Cc4ccc(Cl)cc4)C(C(=O)NC4CCCCC4)C34C=CC2(C)O4)no1 (configuration not stated)
11 | -9.3 | -3.4 | 0.2 | 3.9 | 2.7 | 0.1 | -1.4 | 0.9 | 1.5 | 4.8 | O=S(=O)(c1ccc2ccccc2c1)N1CCN(Cc2ccccn2)CC1
12 | -1.6 | 1.1 | -3.5 | 6.5 | -5.3 | 0.1 | 0.9 | -0.8 | 0.4 | 8.8 | CC(=O)N[C@@H](Cc1c[nH]c2ccccc12)C(=O)OCC(=O)Nc1ccc(Cl)c(S(=O)(=O)N(C)C)c1
13 | 10.2 | -12.1 | -0.4 | 2.1 | 0.4 | 0.8 | -1.1 | 2.0 | 4.8 | 0.8 | COCCCNC(=O)CCN1C(=O)COc2ccccc21
14 | -12.4 | 8.3 | -2.6 | 1.8 | 2.4 | 0.1 | -3.7 | -2.7 | -2.9 | -1.1 | Cc1cccc(C)c1NC(=O)C(c1ccc([N+](=O)[O-])cc1)N1CCCCC1 (configuration not stated)
15 | 4.6 | 5.9 | 0.2 | 1.3 | -0.7 | 0.4 | -3.4 | -3.1 | -1.9 | -0.6 | CCn1c(COc2ccccc2Cl)nnc1SCC(=O)Nc1ncccc1C
16 | 5.2 | -9.2 | 3.5 | 8.2 | -29.6 | 0.1 | -37.5 | -0.3 | -25.1 | 2.0 | O=c1[nH]c2ccccc2nc1NCc1ccccc1
17 | -10.7 | 19.1 | 4.8 | -1.7 | -1.1 | -0.3 | -2.7 | 0.4 | -1.0 | -1.6 | Cc1ccc(C(=O)NC(C)c2ccc3c(c2)OCO3)s1 (configuration not stated)
18 | 1.0 | 15.3 | 3.0 | -2.5 | 0.0 | -0.8 | -6.3 | 1.3 | -0.7 | -1.3 | CCOCC(=O)Nc1nnc(COCC)s1
19 | -3.3 | -7.9 | 4.4 | -0.5 | -1.4 | 0.2 | -2.1 | 0.9 | 1.5 | 1.5 | COC(=O)C1(O)CC(C(C)C)=NN1C(=O)c1ccc(Cl)cc1 (configuration not stated)
20 | 4.0 | -8.8 | -1.5 | -6.9 | -1.4 | 0.8 | -4.5 | -3.5 | -1.4 | -6.8 | O=C(NCc1cccs1)C1CCN(c2ccc(S(=O)(=O)N3CCOCC3)cc2Cl)CC1
21 | -5.3 | 5.5 | -3.8 | -10.8 | -3.0 | 0.2 | -0.1 | 1.0 | 2.2 | 6.5 | C=CCN(C(=O)c1csnn1)C(C(=O)NCc1ccc(F)cc1)c1sccc1C (configuration not stated)
22 | -0.2 | 0.2 | -1.5 | -4.3 | -5.1 | -0.2 | -3.2 | -1.5 | 2.0 | 9.5 | O=C(CSc1nnc(COc2ccc(Cl)cc2)o1)N1CCOCC1
23 | -6.9 | -8.2 | 0.2 | 9.9 | -6.6 | -0.2 | -4.2 | 1.5 | -1.8 | -1.3 | CC(C)CCN1CCC(n2nccc2NC(=O)c2ccc3c(c2)OCO3)CC1
24 | 5.8 | -2.0 | 0.9 | 3.9 | 3.4 | 0.1 | -2.4 | 1.6 | 10.3* | -5.3 | COc1ccc(CNC(=O)C2(C)Cc3c(-c4cccc(C(N)=O)c4)ccnc3O2)cc1OC (configuration not stated)
25 | 1.8 | -0.7 | -6.6 | 3.7 | 1.9 | -0.4 | 1.8 | -1.3 | 3.5 | 2.0 | COc1ccc(Cl)cc1Cn1c(C)c(C(=O)N(C)Cc2ccc(F)cc2)sc1=O
26 | 12.4 | -1.5 | -1.0 | -8.7 | 4.0 | 0.4 | 1.1 | -0.1 | 1.4 | -9.6 | CN1C(=O)C(C)(C)c2cc(S(=O)(=O)N3CCCC3C(=O)NCc3ccc(F)cc3)ccc21 (configuration not stated)
27 | 6.3 | -2.7 | 4.4 | -1.3 | -1.7 | 3.5 | 14.5* | 4.9 | 0.8 | 3.2 | C=CCOC(=O)C1=C[C@@H](c2coc3ccccc3c2=O)C[C@@H](OCc2ccc(CO)cc2)O1
28 | 5.3 | 2.5 | -0.4 | -0.1 | -51.0 | -4.0 | -45.9 | -1.4 | -39.5 | -8.0 | c1ccc2[nH]c(-c3nc4ccccc4[nH]3)nc2c1
29 | 10.6 | 2.1 | 1.6 | 1.1 | -29.0 | 0.0 | -1.9 | 3.7 | -18.9 | -3.6 | Oc1ccc(/C=N/Nc2cc(N3CCCC3)nc(N3CCCC3)n2)cc1O
30 | -3.8 | 0.2 | -4.9 | 6.6 | 0.7 | 1.0 | -3.5 | -1.9 | 4.2 | -0.9 | COc1ccc(C)cc1NC(=O)C(OC(=O)c1cccc(S(=O)(=O)N(C)c2ccccc2)c1)c1ccccc1 (configuration not stated)
31 | -4.6 | -15.4 | 3.8 | 3.2 | -9.4 | 0.7 | -3.5 | 0.6 | -5.1 | 1.0 | N#CC1=C(N)OC2=C(C(=O)CCC2)C12CCN(C(=O)OCc1ccccc1)CC2
32 | -0.3 | 3.0 | 2.6 | -0.1 | 3.4 | -0.2 | -0.9 | 6.2 | 1.8 | 4.6 | Cc1ccc(NCN2C(=O)c3ccccc3C2=O)c(C)c1
33 | 6.5 | 5.6 | -1.3 | 0.1 | -3.5 | 0.4 | -4.2 | 0.2 | -0.6 | 0.4 | CC(=O)N1c2ccc(S(=O)(=O)NCC3CCC(C(=O)N4CCCCC4)CC3)cc2CC1C (configuration not stated)
34 | -9.3 | -0.9 | -6.8 | 4.7 | -5.3 | 0.0 | -1.6 | -1.2 | -0.1 | 9.0 | Cn1cc(Cl)c(/C(N)=N/OC(=O)c2ccccc2C(F)(F)F)n1
35 | -5.5 | -7.0 | -4.0 | 1.0 | -1.2 | 0.0 | -5.5 | 8.3 | -1.9 | 2.4 | O=C(c1ccccc1[N+](=O)[O-])n1cnc2ccccc21
36 | 5.6 | -3.6 | -0.6 | -5.1 | 2.6 | -0.5 | -2.2 | 0.9 | 1.4 | -4.6 | O=S(=O)(c1ccc(Cl)cc1)N(CCCN1CCOCC1)Cc1cccs1
37 | 1.9 | -6.2 | 10.0 | 0.8 | 3.5 | 0.5 | 3.6 | 24.7* | 3.0 | 2.0 | CCOc1ccc(C(=O)Nc2ccc3c(c2)OCO3)cc1OCC
38 | 7.4 | 8.2 | 0.0 | -2.5 | -10.1 | -0.1 | 1.2 | 0.4 | 2.4 | 1.6 | COc1cc(C)ccc1OCc1cc(C(=O)N2CCCCCCC2)no1
39 | 1.4 | -0.8 | 2.5 | -1.7 | -0.5 | 0.0 | -1.3 | -0.2 | -1.4 | -1.3 | O=C(CSc1nncn1-c1ccccc1)NC1CCCCC1
40 | 4.4 | -4.4 | 2.5 | 0.9 | -23.8 | 0.1 | -4.2 | 1.3 | -19.8 | 4.9 | COC(=O)c1cc2nc(-c3ccc(C)cc3)cc(C(F)(F)F)n2n1
41 | -9.3 | -5.5 | 2.5 | 8.2 | -1.4 | -2.5 | -1.3 | -2.5 | 0.4 | 2.1 | CCS(=O)(=O)Nc1ccc2c(c1)N(C(C)=O)c1ccccc1CC2
42 | 0.9 | 3.8 | 0.1 | 2.7 | 1.3 | 0.1 | -1.2 | -1.3 | 0.2 | 8.1 | O=C(CN(Cc1ccco1)C(=O)c1ccc(Cl)cc1)Nc1ccc(Cl)c(Cl)c1
43 | -7.4 | 9.7 | 2.3 | -2.1 | -8.0 | 0.2 | -4.4 | -3.0 | -2.5 | 7.3 | CN1CCN(c2ccccc2NC(=O)Cn2ncc3c([nH]c4ccccc43)c2=O)CC1
44 | 13.8 | 4.2 | 3.8 | 6.5 | -6.6 | -0.1 | 0.7 | -0.9 | -1.7 | -2.0 | COC(=O)c1sccc1NC(=O)CC1C(=O)NCCN1C(=O)c1ccc(N(C)C)cc1 (configuration not stated)
45 | -3.9 | 2.2 | -4.8 | -4.8 | -29.2 | 0.8 | -31.5 | -3.1 | -21.6 | -3.8 | CCOc1ccc(/C=C/C(=O)N(CC)CC(=O)Nc2c(F)cccc2F)cc1OC
46 | -11.0 | 13.5 | 2.0 | 3.5 | 0.3 | -0.4 | -3.7 | 0.2 | 0.6 | -5.9 | CC(C)Cn1c(N)c(C(=O)COC(=O)C2=COCCO2)c(=O)n(C)c1=O
47 | 2.0 | 12.6 | -6.1 | 4.2 | 3.4 | -0.5 | -0.6 | 2.6 | 0.6 | 4.5 | O=C(COc1cccc(Br)c1)NN=C1c2ccccc2-c2ccccc21

Arranged by value in PLCb3 inh (ascending): some entries from above.
item | structure | PLCb3 inh
43 | CN1CCN(c2ccccc2NC(=O)Cn2ncc3c([nH]c4ccccc43)c2=O)CC1 | -8.0
12 | CC(=O)N[C@@H](Cc1c[nH]c2ccccc12)C(=O)OCC(=O)Nc1ccc(Cl)c(S(=O)(=O)N(C)C)c1 | -5.3
27 | C=CCOC(=O)C1=C[C@@H](c2coc3ccccc3c2=O)C[C@@H](OCc2ccc(CO)cc2)O1 | -1.7

Compound activity: PubChem, The Scripps Research Institute Molecular Screening Center
